# FLuc act counter: affects firefly luciferase, flagging false hits in luciferase stimulation screens; P08659; ATPlite luciferase biochemical, luminescence, 10 min; 0 = ATP-free wells, 1 = DMSO control; activation factor at 10 µM; 200,000 tested, under 10 active; AID 1027;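 active means luciferase activation factor, scaled between plate controls, of at least 2 with compound at 10 µM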
# Target sequence (P08659 whole entry, looked up): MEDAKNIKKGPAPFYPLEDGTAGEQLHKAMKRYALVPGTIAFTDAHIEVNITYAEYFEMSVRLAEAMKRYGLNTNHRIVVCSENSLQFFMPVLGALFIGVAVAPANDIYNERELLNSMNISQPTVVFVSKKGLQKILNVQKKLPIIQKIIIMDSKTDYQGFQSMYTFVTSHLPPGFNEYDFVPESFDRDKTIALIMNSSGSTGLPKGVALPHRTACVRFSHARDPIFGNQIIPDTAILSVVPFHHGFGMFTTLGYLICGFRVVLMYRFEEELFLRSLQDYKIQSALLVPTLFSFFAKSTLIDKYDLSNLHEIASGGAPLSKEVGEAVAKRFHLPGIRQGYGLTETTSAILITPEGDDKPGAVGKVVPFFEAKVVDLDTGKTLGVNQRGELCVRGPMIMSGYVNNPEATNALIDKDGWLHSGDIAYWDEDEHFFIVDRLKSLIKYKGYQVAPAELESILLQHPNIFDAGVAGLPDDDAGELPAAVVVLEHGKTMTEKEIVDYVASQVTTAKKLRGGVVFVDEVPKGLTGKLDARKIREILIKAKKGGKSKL
#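 System: luciferase plus luciferin reagent, cell-free; medium: PBS as buffer for the ATP substrate; dosing: test compounds dosed from 2 mM stocks in 100% DMSO; timing: 10 min post-reagent at room temperature; measured by: luminescence measurement of luciferase light output; evaluation: luciferase activation, seen as luminescence increase over controls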
# APP 5UTR inh: APP translation inhibition | SH-SY5Y APP 5'UTR-luciferase reporter, luminescence | inhibition, % at 2 µM | 190,000 compounds, 0.82% hits | AID 1285;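 active means inhibition above a set limit, derived from the sample mean plus 3 SD, cut at about 45% in these data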; further: values of inactives mirror those of a sister screen read the other way
# TNAP inh hiacc: TNAP (human) inhibition, high acceptor; P05186; purified TNAP, CDP-star luminescence, 1 M DEA; inhibition, % at 20 µM; 200,000 compounds, 0.03% hits;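 active means over 50% inhibition of tissue-nonspecific alkaline phosphatase at 20 µM in the single-dose screen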;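 further: plate controls were DMSO wells for no effect and EDTA-quenched wells as full inhibition for full effect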
# Target sequence (P05186 whole entry, looked up): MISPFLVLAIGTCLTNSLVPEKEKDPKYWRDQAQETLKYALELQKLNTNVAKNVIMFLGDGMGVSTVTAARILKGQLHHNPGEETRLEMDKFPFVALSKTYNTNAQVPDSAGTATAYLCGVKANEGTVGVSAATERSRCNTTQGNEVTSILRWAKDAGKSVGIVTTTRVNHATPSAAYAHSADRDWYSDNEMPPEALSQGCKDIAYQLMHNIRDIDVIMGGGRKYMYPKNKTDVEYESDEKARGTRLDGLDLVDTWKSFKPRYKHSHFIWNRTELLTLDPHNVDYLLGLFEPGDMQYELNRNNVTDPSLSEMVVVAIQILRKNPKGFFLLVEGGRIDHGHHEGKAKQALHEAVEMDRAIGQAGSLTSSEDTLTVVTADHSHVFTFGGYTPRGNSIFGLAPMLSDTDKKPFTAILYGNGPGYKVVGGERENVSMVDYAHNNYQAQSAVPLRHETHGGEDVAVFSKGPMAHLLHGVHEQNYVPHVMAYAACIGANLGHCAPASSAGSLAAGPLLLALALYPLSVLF
# TNAP act hiacc: increases human TNAP activity under high phosphate acceptor concentration. P05186. activation factor at 20 µM. purified TNAP, CDP-star luminescence, 1 M DEA, 30 min; active compounds read high; 0 = EDTA background, 1 = DMSO-only activity. 200,000 tested, under 10 active;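 active means activation factor at least 2 at 20 µM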
#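 system = human TNAP | amount = enzyme diluted 1/800 final | reagent = 100 µM CDP-star substrate | signal = luminescent substrate turnover signal | dosing = one dose, 20 µM | benchmarks = EDTA negative control, DMSO positive control | measure = activation factor | timing = 30 min reaction, room temperature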
# bIAP act: intestinal alkaline phosphatase (bovine) activation; purified bovine IAP, CDP-star luminescence, 30 min; active compounds read high; fold of DMSO-control signal, blank-subtracted; activation factor at 20 µM; 200,000 compounds, 0.17% hits; AID 1016;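 active means activation factor of 2 or more at 20 µM, a signal rise over negative controls twice the positive control's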
# FLuc inhib CS: inhibits firefly luciferase, flagging false hits in luciferase inhibition screens; ATPLite firefly luciferase biochemical luminescence, 10 min; AID 1006; inhibition, % at 10 µM; 200,000 compounds, 1.5% hits;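 active means inhibition above about 50% when tested at 10 µM, limit read from the data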
# Lmaj promast: reduces viability of Leishmania major promastigotes; resazurin fluorescence viability; inhibition, % at 10 µM; 200,000 compounds, 9% hits; AID 1063; in the data active means inhibition above about 50%;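 further: promastigotes grown with compound for 44 hours at 28 °C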
# bIAP inh: blocks bovine intestinal alkaline phosphatase activity; inhibition, % at 20 µM; purified bovine IAP, CDP-star luminescence, 30 min; 190,000 tested, under 10 active;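 active means over 50% inhibition of intestinal alkaline phosphatase at 20 µM in the single-dose screen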
#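 System: purified bovine intestinal alkaline phosphatase (IAP) enzyme; Input: IAP diluted 1/65,000,000 in the well; Measured by: CDP-star luminescence signal; Compound dosing: 20 µM single dose; Incubation: 30 min reaction at room temperature.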
# RAM inhibit: yeast RAM network inhibition. 190,000 compounds, 1.8% hits. inhibition, % at 50 µM. AID 868. S. cerevisiae dse1pr::URA3 reporter, 5-FOA growth OD615, 2 d; analog-sensitive cbk1-as2 kinase mutant strain;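 active means inhibition above a set limit, 3 SD over mean compound inhibition, cut at about 8.4% in these data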;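 further: 0% = DMSO-only wells with no growth and 100% = 10 µM 1-NA-PP1 full growth; inhibition rescues growth on 5-FOA so higher OD means more RAM inhibition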
# TNAP inh noacc: inhibitors of human TNAP without phosphate acceptor | P05186 | purified TNAP, CDP-star luminescence, 30 min | inhibition, % at 20 µM | 200,000 compounds, 0.26% hits;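 active means tissue-nonspecific alkaline phosphatase inhibition above about 50% at 20 µM in the single-dose screen, limit read from the data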;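 further: 0% = DMSO negative control and 100% = EDTA positive control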
# * = called active by the depositor; . = not tested or not shown.
SMILES,FLuc act counter,APP 5UTR inh,TNAP inh hiacc,TNAP act hiacc,bIAP act,FLuc inhib CS,Lmaj promast,bIAP inh,RAM inhibit,TNAP inh noacc
COc1ccc(C(=O)Nc2cc(C)c3c(=O)oc4ccccc4c3n2)cc1,1.1,-27,0,1,0.9,-8,-3,13,3.9,-12
CCOC(=O)N1CCN(C(=O)CCSc2ccccc2)CC1,1,-75,-7,1.1,1,-3,-5,-2,-1.1,-8
CN(C)/C=N/C(=S)Nc1ccc(Cl)cc1,0.9,-49,0,1,0.9,13,4,7,0.1,3
CCCN1C(=O)C(NS(=O)(=O)c2ccc(N)cc2)(C(F)(F)F)C(C(=O)OC)=C1C (stereo not given),1.2,8,-2,1,0.9,-20,6,6,-0.8,-3
Cc1nc2ccc(NC(=O)Cn3cnc4c3c(=O)n(C)c(=O)n4C)cc2s1,1,.,-2,1,1,-4,.,1,.,-44
CC(C)CN(C(=O)c1cc2ccccc2o1)c1c(N)n(CC(C)C)c(=O)[nH]c1=O,1,11,6,0.9,0.9,-2,-7,10,2.7,-9
CCN(c1ccc(N=Cc2c(O)n(Cc3ccc(OC)cc3)c(=O)c3ccccc23)cc1)C(C)C,1,-11,15,0.9,0.7,1,10,28,4.1,-4
Cc1ccc(NC(=O)c2ccccc2O)cc1,0.2,-131,-5,1,0.9,78*,-10,12,-0.2,-5
Cc1ccc(N(CC(=O)O)S(=O)(=O)c2cccc3nonc23)cc1,1,19,-6,1.1,0.9,-4,-5,10,0.3,-18
O=C(CCn1c2c(c3ccccc31)CCCC2)NNC(=O)c1ccc(Cl)c([N+](=O)[O-])c1,1.1,-12,-2,1,0.9,-9,13,11,1.0,-48
O=C(CSCc1cnn(-c2ccccc2)c1-n1cccc1)NCCN1CCOCC1,1.1,-5,-7,1.1,1.1,-8,2,-5,0.0,-16
Cc1ccc(S(=O)(=O)Nc2ccc(C(N)=O)cc2)cc1[N+](=O)[O-],1,-1,-3,1,1,-3,-10,-1,0.4,-3
C#CCN(C#N)c1nc(NCC)nc(NC(C)C)n1,1.1,10,0,1,0.9,-6,5,8,1.6,-7
O=C(CSc1nnc(CNC(=O)c2ccccc2F)o1)Nc1ccc2c(c1)OCCO2,1,-12,0,1,1,3,1,-2,-0.1,-9
Cn1c(SCC(=O)N2CCc3ccccc32)nnc1C1CC1,1,3,-5,1,1,-4,-5,0,0.1,-8
CC(Cc1c[nH]c2ccccc12)NC(=O)OCCCl (stereo not given),1,4,-4,1,0.9,-4,18,13,0.4,1
CC/C(C)=N/Nc1ccc(S(=O)(=O)N2CCCC2)cc1[N+](=O)[O-],1,8,14,0.9,0.9,-4,-11,9,0.8,-5
CCOC(=O)CP(=O)(c1ccccc1)c1ccccc1,1.1,19,-2,1,1,-6,-2,4,0.5,-12
O=C(CN1C(=O)NC2(CCc3ccccc32)C1=O)c1ccc2c(c1)OCCO2 (stereo not given),1,15,2,1,1,0,-8,3,-0.4,-6
Cc1nc(C)c(C(=O)Nc2nc3c(C)cccc3s2)o1,1,-1,2,1,1,-2,-2,-3,2.5,-4
Cc1ccc(-c2nn(-c3ccccc3)cc2CNCc2ccccc2)cc1,1.1,-21,-7,1.1,0.9,-5,62*,14,0.7,-8
COC(=O)CSc1ncccc1-c1nc2ccccc2[nH]1,0.9,-28,2,1,0.9,9,-1,12,1.7,-7
CN(C)C(=O)c1cc2cc(Br)ccc2s1,1,-28,-2,1,1.1,0,-2,-6,0.0,-8
CC(C)Oc1cc(O)c2c(=O)c(-c3ccc(O)cc3)coc2c1,0.6,-164,-3,1,0.9,38,-2,14,-0.7,-2

# Part of the list above, set out differently:
smiles | FLuc act counter | APP 5UTR inh | TNAP inh hiacc | TNAP act hiacc | bIAP act | FLuc inhib CS | Lmaj promast | bIAP inh | RAM inhibit | TNAP inh noacc
Cc1nc(C)c(C(=O)Nc2nc3c(C)cccc3s2)o1 | 1 | -1 | 2 | 1 | 1 | -2 | -2 | -3 | 2.5 | -4
Cc1ccc(-c2nn(-c3ccccc3)cc2CNCc2ccccc2)cc1 | 1.1 | -21 | -7 | 1.1 | 0.9 | -5 | 62* | 14 | 0.7 | -8
COC(=O)CSc1ncccc1-c1nc2ccccc2[nH]1 | 0.9 | -28 | 2 | 1 | 0.9 | 9 | -1 | 12 | 1.7 | -7
CN(C)C(=O)c1cc2cc(Br)ccc2s1 | 1 | -28 | -2 | 1 | 1.1 | 0 | -2 | -6 | 0.0 | -8

# Continuation:
SMILES,FLuc act counter,APP 5UTR inh,TNAP inh hiacc,TNAP act hiacc,bIAP act,FLuc inhib CS,Lmaj promast,bIAP inh,RAM inhibit,TNAP inh noacc
O=C(Nc1cccc(C(F)(F)F)c1)c1ccco1,1,-2,-5,1,0.9,-3,31,8,0.4,-14
C(=C\c1ccccc1)/CN1CCN(c2ncnc3c2oc2ccccc23)CC1,1.1,-2,-8,1.1,0.9,-7,57*,7,1.6,-10
C[C@@H]1C[C@H]2[C@@H]3CCC4=CC(=O)C=C[C@]4(C)[C@@]3(F)[C@@H](O)C[C@]2(C)[C@@]1(O)C(=O)COP(=O)(O)O,1,-56,-3,1,1,1,-4,-4,1.0,-8
COc1ccc(O)c(C(=O)c2cnc3nc4ccccc4n3c2)c1,1.1,-3,1,1,0.9,-9,0,15,0.1,-40
COc1c2c(nc3occc13)C(CCC(C)(C)O)(OC)C(O)CC2 (stereo not given),1,-5,0,1,1,-2,-8,-5,-0.1,-6
CCn1cc(CN2CCCC(CO)(Cc3cccc(Cl)c3)C2)cn1 (stereo not given),1.1,-20,-2,1,1,-9,92*,4,-0.6,-8
Cc1c(NS(=O)(=O)c2cccc(C(=O)NCc3ccncc3)c2)c(=O)n(-c2ccccc2)n1C,1.1,-3,-4,1,1,-6,-2,1,0.7,-8
Cc1cc(N2C(=O)C3CC=CCC3C2=O)no1 (stereo not given),1,-4,-2,1,1,-5,-7,4,1.7,-12
CCCCC(Sc1nc(N)c(NC(=O)c2ccc(OC)cc2)c(=O)[nH]1)C(=O)O (stereo not given),1,-5,-1,1,1,-3,-5,-3,1.3,-8
CCOc1cc(/C=N/NS(=O)(=O)c2ccc(OC)cc2)ccc1OCCN1CCOCC1,1.1,12,-4,1,1,-6,-2,2,0.1,6
CC(=O)c1ccc(OCC(O)CN2C(C)(C)CC(O)CC2(C)C)cc1 (stereo not given),1,-10,-1,1,1.1,-4,-1,-6,-0.7,-8
COc1ccc(C(=O)Nn2c(C3CCC3)nc3ccccc3c2=O)c(OC)c1,1,3,0,1,1,-3,-7,3,4.2,-8

# Entries listed above printed as active in FLuc inhib CS:
compound,APP 5UTR inh,TNAP inh hiacc,TNAP act hiacc,bIAP act,FLuc inhib CS,bIAP inh,RAM inhibit,TNAP inh noacc
Cc1ccc(NC(=O)c2ccccc2O)cc1,-131,-5,1,0.9,78*,12,-0.2,-5

# Next compounds.
SMILES,FLuc act counter,APP 5UTR inh,TNAP inh hiacc,TNAP act hiacc,bIAP act,FLuc inhib CS,Lmaj promast,bIAP inh,RAM inhibit,TNAP inh noacc
COC(=O)CCCC(=O)Nc1ccc(Br)cc1,1,-10,-4,1,0.8,-4,-9,18,0.4,-5
CC(=O)NNc1cccc(Cl)n1,1,-7,-3,1,1,1,-19,-2,2.5,-8
O=C(Cc1ccc(-c2ccccc2)cc1)NCc1cccnc1,1,-40,-4,1,1.4,-4,11,-38,0.6,-9
O=C(Nc1ccccc1)C1=C[C@H](c2coc3ccccc3c2=O)C[C@H](OCc2ccc(CO)cc2)O1,1,5,-6,1.1,1.1,-1,4,-6,5.1,-3
O=C(Nc1ccn(Cc2ccc(Cl)cc2)n1)c1ccc2c(c1)OCO2,1,9,-2,1,0.6,4,-6,38,0.8,-5
CCOCCCNC(=O)c1ccc(N2CCOCC2)c(NS(=O)(=O)c2ccc(OC)cc2)c1,1,3,-2,1,1.1,2,4,-7,0.9,-12
COc1cccc(OCCNC(=O)CSc2ccc(C(F)(F)F)cc2[N+](=O)[O-])c1,1,-3,1,1,1,0,-5,-4,5.8,14
O=C(Oc1ccccc1)c1ccc(COC(=O)c2cnccn2)cc1,1,-3,-3,1,0.9,0,-3,9,0.1,-7
C(=N\Nc1nc2ccccc2[nH]1)/c1ccccn1,0,-72,7,0.9,0.7,96*,100*,28,-0.1,-4
CCN(c1ccccc1)S(=O)(=O)c1ccc(NC(=O)C(C)(C)C)cc1,1.1,-3,-1,1,0.9,-6,1,11,0.7,-17
CCOC(=O)c1ccc(-c2nnc(-c3ccc(Cl)cc3Cl)o2)cc1,1,1,-6,1.1,0.9,-3,-10,10,5.4,-6
Cc1ccc(S(=O)(=O)N(C)CC(=O)Nc2cccc3c2CCCC3)cc1,1,-23,-3,1,1,-2,-3,2,2.2,-11

# Compounds from the list above that contain a COOH group, in the order listed:
SMILES,FLuc act counter,APP 5UTR inh,TNAP inh hiacc,TNAP act hiacc,bIAP act,FLuc inhib CS,Lmaj promast,bIAP inh,RAM inhibit,TNAP inh noacc
Cc1ccc(N(CC(=O)O)S(=O)(=O)c2cccc3nonc23)cc1,1,19,-6,1.1,0.9,-4,-5,10,0.3,-18
CCCCC(Sc1nc(N)c(NC(=O)c2ccc(OC)cc2)c(=O)[nH]1)C(=O)O (stereo not given),1,-5,-1,1,1,-3,-5,-3,1.3,-8

# The list goes on:
SMILES,FLuc act counter,APP 5UTR inh,TNAP inh hiacc,TNAP act hiacc,bIAP act,FLuc inhib CS,Lmaj promast,bIAP inh,RAM inhibit,TNAP inh noacc
CCn1c(-c2c[nH]c3ccccc23)n[nH]c1=S,1,2,1,1,1.2,2,-6,-16,1.0,44
O=C(CCn1c(=O)oc2ccccc21)N1CCN(c2ccc(F)cc2)CC1,1,7,-4,1,0.9,-2,32,10,2.4,-9
COc1ccc(CCNC(=O)COC(=O)C23CC4CC(CC(Br)(C4)C2)C3)cc1,1.1,-5,-11,1.1,0.9,-6,56*,6,1.2,-13
Cc1ccc2c(CC(=O)N3CCc4ccccc43)coc2c1,0.7,-119,-10,1.1,0.8,34,-5,16,1.9,-23
CC(C)(O)CC[C@@H](O)[C@](C)(O)[C@H]1CC[C@@]2(O)C3=CC(=O)[C@@H]4C[C@@H](O)[C@@H](O)C[C@]4(C)C3CC[C@]12C (stereo not given in full),1.1,-29,-5,1.1,1.1,-7,-15,-11,0.0,-7
O=C(CN1CC(c2ccccc2)CC1=O)OCc1ccccc1F (stereo not given),0.9,3,-3,1,1,7,-6,-4,0.2,-8
CCn1c(CC(=O)Nc2cccc(Cl)c2Cl)nnc1SCCOc1ccc(OC)cc1,1,-10,-4,1,0.9,-4,-4,6,2.0,-12
CC(=O)c1cccc(NC(=S)NCCCCc2ccccc2)c1,1.1,-7,0,1,0.7,-8,0,31,4.3,4
Oc1cccc(C2c3[nH]c4ccccc4c3CCN2Cc2ccc3c(c2)CCO3)c1 (stereo not given),1,-2,-4,1,0.9,-2,26,13,-0.1,-3
O=C(Nc1nncs1)Oc1ccccc1,1,37,-1,1,1,3,-2,0,2.0,-6
NC(=O)c1c(NC(=S)Nc2ccccc2)sc2c1CCCC2,1,-7,-4,1,0.7,2,-1,29,3.4,-9

# From PubChem BioAssay
